HePTP inh: inhibitors of human HePTP phosphatase; inhibition, % at 20 µM; AID 521; recombinant HePTP phosphatase activity, OD absorbance; P35236; 0.64% of 110,000 active; in the data active means inhibition above about 50%;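 further: plate controls were vehicle for no effect and reference inhibitor for full effect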
Target sequence (P35236 whole entry, looked up): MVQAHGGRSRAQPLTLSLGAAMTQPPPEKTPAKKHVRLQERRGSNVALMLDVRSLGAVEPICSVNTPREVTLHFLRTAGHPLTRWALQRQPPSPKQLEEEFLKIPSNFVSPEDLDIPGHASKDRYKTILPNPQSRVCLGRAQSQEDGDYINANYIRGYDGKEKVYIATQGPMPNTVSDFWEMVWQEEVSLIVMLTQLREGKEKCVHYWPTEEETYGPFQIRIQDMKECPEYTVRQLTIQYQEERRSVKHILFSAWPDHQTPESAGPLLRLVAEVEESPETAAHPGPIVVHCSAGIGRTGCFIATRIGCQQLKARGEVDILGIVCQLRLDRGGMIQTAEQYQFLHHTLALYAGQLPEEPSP
BAP1 block: blocks human BAP1 ubiquitin-AMC hydrolysis | recombinant BAP1, Ub-AMC hydrolysis fluorescence kinetic; stronger effect = lower value | activity remaining (% of control), % at 20 µM | 0.48% of 72,000 active;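 active means activity remaining at or below 50% of control, provided the compound also passes the data quality filters; inactive means the rest, including low values that fail the filters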;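 further: 100% = DMSO wells rate and 0% = substrate alone blank rate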
Target sequence (Q92560 whole entry, looked up): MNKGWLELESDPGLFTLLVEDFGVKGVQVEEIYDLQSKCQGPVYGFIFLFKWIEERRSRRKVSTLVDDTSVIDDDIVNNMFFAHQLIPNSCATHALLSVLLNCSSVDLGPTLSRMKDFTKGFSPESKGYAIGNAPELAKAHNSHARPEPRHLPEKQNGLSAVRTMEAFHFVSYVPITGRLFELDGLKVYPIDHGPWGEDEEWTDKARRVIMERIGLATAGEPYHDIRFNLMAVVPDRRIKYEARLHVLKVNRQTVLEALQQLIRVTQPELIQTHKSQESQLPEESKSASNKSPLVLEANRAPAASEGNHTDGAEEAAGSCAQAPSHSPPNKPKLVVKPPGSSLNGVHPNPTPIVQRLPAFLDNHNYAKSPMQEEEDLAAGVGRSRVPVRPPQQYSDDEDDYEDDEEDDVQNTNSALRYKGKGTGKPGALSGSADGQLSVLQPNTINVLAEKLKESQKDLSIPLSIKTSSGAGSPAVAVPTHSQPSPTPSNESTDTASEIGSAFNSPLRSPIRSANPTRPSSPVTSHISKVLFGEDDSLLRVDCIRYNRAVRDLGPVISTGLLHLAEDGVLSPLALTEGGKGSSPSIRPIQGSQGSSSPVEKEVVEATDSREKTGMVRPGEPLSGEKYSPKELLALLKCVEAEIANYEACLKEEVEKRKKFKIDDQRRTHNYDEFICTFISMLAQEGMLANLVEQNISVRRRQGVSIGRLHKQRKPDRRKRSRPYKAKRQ
Starred values were filed as active, the others as inactive; nt = no result given; & = joins results of further samples.

SMILES | HePTP inh | BAP1 block
COc1ccc(CNC(=O)c2ccc(C)c([N+](=O)[O-])c2)cc1 | 2 | nt
CN1C(=O)/C(=C\c2ccc(OCCOc3ccc([N+](=O)[O-])cc3)cc2)SC1=S | 5 | nt
NC(=O)CSc1nnc2sc3ccccc3n12 | 3 | 97
COCCn1c(=S)[nH]c2cc(C(=O)N3CCN(c4ccc(F)cc4)CC3)ccc2c1=O | 0 | 94
CC1=NN(c2ccc(S(N)(=O)=O)cc2)C(=O)/C1=C\c1ccc(-c2ccc(C(=O)OC(C)C)cc2)o1 | 4 | nt
COc1cccc(OCC(=O)Nc2ccc(OC)c(OC)c2)c1 | 5&-13 | 97
Cc1ccc(OCC(=O)NCc2ccc3c(c2)OCO3)c(C)c1 | -3 | nt
Cc1cccc(-n2ncc3c(N4CCOCC4)ncnc32)c1 | 5 | 91
O=C(NCCOc1cccc2ccccc12)Nc1cc(F)c(F)cc1Cl | 5 | nt
Oc1ccccc1C1=NCCNC(C(F)(F)F)=C1 | -14 | 87
Cc1ccc2nc(NC(=O)C3CCCN(S(=O)(=O)c4cccnc4)C3)sc2c1 (centres undefined) | -5 | 78
Cc1cc(C(=O)CSc2nnc(Nc3ccccc3)s2)c(C)n1CC1CCCO1 (centres undefined) | 10 | 59
c1ccc2c(c1)[nH]c1nc3nncn3nc12 | -2&6 | 99
Cc1cccc(C(=O)Nc2c(C(=O)N3CCN(C)CC3)cnn2-c2ccccc2)c1 | -6 | nt
O=[N+]([O-])c1ccc(N2CCN(S(=O)(=O)c3ccccc3)CC2)cc1Sc1cccc2cccnc12 | 4 | nt
COCCNC(=O)c1cc2nc(-c3ccc(Cl)c(Cl)c3)cc(C(F)(F)F)n2n1 | 4 | nt
COc1ccc(-n2ncc3c(=O)n(CC(=O)OCc4ccccc4)cnc32)cc1 | 7 | 102
Cc1ccc(C(=O)Nc2nc(-c3ccc(F)cc3)cs2)o1 | 1 | nt
Cc1cc(C)nc(NC(=O)c2c(-c3c(Cl)cccc3Cl)noc2C)c1 | -6 | nt
Cc1cc(C)n2nc(SCC(=O)Nc3c(C)nn(-c4ccccc4)c3C)nc2n1 | -1 | 113
CCC1(C)CC(=O)N(c2ccc(C(=O)O)c(O)c2)C1=O (centres undefined) | 10 | 108
COc1ccc(O)c(-c2cc(-c3ccccc3C)[nH]n2)c1 | 6 | nt
COc1ccc(NC(=O)C2CC(=O)N(c3ccc(Br)cc3)C2)c(OC)c1 (centres undefined) | 8 | nt
OC(c1ccccc1)c1nc2ccccc2s1 (centres undefined) | 3&-6 | 92
COc1ccc(S(=O)(=O)N(C)CC(=O)Nc2cccc(C(C)=O)c2)cc1 | 10 | nt

Five compounds out of the list above, arranged by the number in BAP1 block, lowest first.
SMILES | HePTP inh | BAP1 block
Cc1cc(C(=O)CSc2nnc(Nc3ccccc3)s2)c(C)n1CC1CCCO1 (centres undefined) | 10 | 59
Oc1ccccc1C1=NCCNC(C(F)(F)F)=C1 | -14 | 87
NC(=O)CSc1nnc2sc3ccccc3n12 | 3 | 97
CCC1(C)CC(=O)N(c2ccc(C(=O)O)c(O)c2)C1=O (centres undefined) | 10 | 108
Cc1cc(C)n2nc(SCC(=O)Nc3c(C)nn(-c4ccccc4)c3C)nc2n1 | -1 | 113

Four structures already listed, ordered by length of the SMILES, descending.
SMILES | HePTP inh | BAP1 block
COCCNC(=O)c1cc2nc(-c3ccc(Cl)c(Cl)c3)cc(C(F)(F)F)n2n1 | 4 | nt
Cc1ccc(C(=O)Nc2nc(-c3ccc(F)cc3)cs2)o1 | 1 | nt
c1ccc2c(c1)[nH]c1nc3nncn3nc12 | -2&6 | 99
OC(c1ccccc1)c1nc2ccccc2s1 (centres undefined) | 3&-6 | 92

Compounds above that have a CF3 group:
SMILES | HePTP inh | BAP1 block
Oc1ccccc1C1=NCCNC(C(F)(F)F)=C1 | -14 | 87
COCCNC(=O)c1cc2nc(-c3ccc(Cl)c(Cl)c3)cc(C(F)(F)F)n2n1 | 4 | nt

Pulled by compound from the entries so far (2):
SMILES | HePTP inh | BAP1 block
COCCn1c(=S)[nH]c2cc(C(=O)N3CCN(c4ccc(F)cc4)CC3)ccc2c1=O | 0 | 94
Cc1ccc2nc(NC(=O)C3CCCN(S(=O)(=O)c4cccnc4)C3)sc2c1 (centres undefined) | -5 | 78

Following part.
SMILES | HePTP inh | BAP1 block
O=C(NCCc1ccccc1)c1nn2c(c1Br)NC(c1cccs1)CC2C(F)(F)F (centres undefined) | -5 | nt
CCOc1cccc(OCCCCn2ccnc2)c1 | 2 | 99
CCCN1C(=O)c2cccc3c(S(=O)(=O)N(C)C)ccc1c23 | -2 | nt
COc1ccc(CCNC(=O)C2CCC(CNc3c(N4CCCC4)c(=O)c3=O)CC2)cc1OC (centres undefined) | 11 | 86
O=C(Nc1ccccn1)c1c(O)c2ccccc2[nH]c1=O | nt | 78
c1coc(Cn2nnnc2CN2CCN(C3CCCC3)CC2)c1 | -4 | 94
CC(=O)c1cccc(NC(=O)Nc2c(C)nn(C)c2C)c1 | 1 | 100
CCOC(=O)C1=C(c2ccccc2)N=c2s/c(=C\c3ccc(O)c(OC)c3)c(=O)n2C1c1ccccc1OC (centres undefined) | -2 | nt
Cc1cc(Cl)ccc1OC(C)C(=O)Nc1ccccc1C(F)(F)F (centres undefined) | nt | 70
CCOc1cc(C(=O)Nc2cccc(NC(C)=O)c2)cc(OCC)c1OCC | 6 | nt
CC(=O)Nc1ccc(S(=O)(=O)NC(CC(=O)N(C)Cc2ccccc2)C(C)C)cc1 (centres undefined) | 12 | 114
COc1cccc(-n2c(SC3CCOC3=O)nc3ccccc3c2=O)c1 (centres undefined) | 5 | 111
O=C(Nc1sc2c(c1C(=O)Nc1ccc(Cl)cc1)CCCC2)c1ccc([N+](=O)[O-])cc1 | 7 | 51
COc1ccc2noc3c2c1C(=O)c1ccccc1-3 | 3&-2 | 76
Cc1ccc(/C=C/C(=O)c2ccc([N+](=O)[O-])cc2)s1 | -7 | nt
O=C(Nc1ccn(-c2ccccc2)n1)NS(=O)(=O)c1ccccc1Cl | -2 | nt
COc1cc(OC)cc(C(=O)Nc2ccc3nn(-c4ccc(F)cc4)nc3c2)c1 | -6 | nt
COc1ccc(OC)c(NC(=S)NC(=O)c2ccco2)c1 | -5 | nt
Cc1cc(C)cc(NC(=O)CSc2nc(C)cc(=O)[nH]2)c1 | nt | 218
CCn1c(SCC(=O)NC(C)(C)C)nc2c1c(=O)n(C)c(=O)n2C | nt | 132
CCOC(=O)Cn1c(=O)c2c(nc(N3CCCCC3)n2Cc2ccccc2)n(C)c1=O | -2 | 97
O=C(CSCc1ccccc1)NCCc1ccc(Cl)cc1 | 0 | nt
Clc1ccccc1-c1nc(N2CCOCC2)c2ccccc2n1 | -7 | nt
N#C/C(=C\c1ccc(I)o1)c1ccccc1 | -2 | nt
Cc1ccc(-c2nn(CC(=O)Nc3ccc4c(c3)nc3n4CCOC3)c(=O)c3ccccc23)cc1 | 23 | 65
SMILES | HePTP inh | BAP1 block
COc1ccc(N(Cc2cc3cc(OC)ccc3[nH]c2=O)C(=O)C2CCCO2)cc1 (centres undefined) | 12 | nt
O=C(N/N=C/c1cc([N+](=O)[O-])c(N2CCOCC2)cc1N1CCOCC1)c1cccnc1 | -1 | nt
Cc1ccc(C(=O)N/C(=C\c2cccc([N+](=O)[O-])c2)C(=O)NCC(C)C)cc1 | 10 | nt
Cc1cc2nc3s/c(=C/c4ccccc4F)c(=O)n3c2cc1C | -2 | nt
COc1ccccc1NC(=O)CSc1nnc(Cc2cccn2C)n1-c1ccc(F)cc1 | 8 | 83
CCOC(=O)C(=O)Nc1nc2ccc([N+](=O)[O-])cc2s1 | -3 | nt
Cc1c(N(C(=O)c2ccc(Cl)cc2)C(C)C)c(=O)n(-c2ccccc2)n1C | -11 | nt
CC12CCC(C(=O)N3CCc4ccccc43)(CC1=O)C2(C)C (centres undefined) | 7 | 64
CC(Cc1ccccc1)C(=O)Nc1ccc(Cl)cc1 (centres undefined) | 7 | nt
CCCCNc1nc(N(C)c2ccccc2)nc(-n2ccnc2)n1 | 3 | 101
NC(=O)c1ccc(NC(=O)CCCc2nc(-c3ccccc3Cl)no2)cc1 | 3 | 105
CN(C)C=Nc1c(C(=O)NCc2ccccc2)c2n(c1C#N)CCC2 | -14 | nt
CCCn1nc2ccccc2c1P(=N)(N1CCOCC1)N1CCOCC1 | -8 | nt
N#Cc1c(-n2cccc2/C=N/O)sc2c1CCCC2 | 14 | 99
COCC(=O)NCc1nc2ccccc2n1Cc1ccccc1F | 5 | nt
O=C(c1ccco1)N1CCN(Cc2c[nH]c3ccccc23)CC1 | 9 | nt
O=c1/c(=C\c2ccccc2OCc2cccc3ccccc23)sc2nc3ccccc3n12 | 4 | nt
COc1ccc(S(=O)(=O)Nc2ccc3oc(C)c(C(=O)O)c3c2)cc1 | -9 | 97
N=c1oc2ccc([N+](=O)[O-])cc2cc1C(=O)Nc1cccc(C(F)(F)F)c1 | nt | 88
COc1ccc(/C=C2\C(=O)NC(=O)N(c3ccc(Cl)cc3)C2=O)cc1C(=O)O | -1 | nt
Cc1ccc(OCC(=O)N2CCN(c3ccc([N+](=O)[O-])cc3Cl)CC2)cc1C | 12 | nt
Cc1cc(C)c2nc3s/c(=C\c4ccc(-c5cc([N+](=O)[O-])c(C)cc5C)o4)c(=O)n3c2c1 | 0 | nt
COc1cc(C(=O)O)ccc1OCC(=O)N1CCOCC1 | -7 | 101
Brc1ccc(CNc2ccc3c(c2)ncn3-c2ccccc2)cc1 | nt | 104
O=C1C2C3C=CC(C3)C2C(=O)N1/N=C/c1ccc2c(c1)OCO2 (centres undefined) | 10 | nt
SMILES | HePTP inh | BAP1 block
COc1cccc(OC)c1C(=O)Nc1nc2c(s1)CCc1ccccc1-2 | nt | 90
O=C(COc1ccccc1[N+](=O)[O-])Nc1ccc(C(=O)OC2CCCCC2)cc1 | nt | 68
CC(/C=C/c1ccccc1)=N\Nc1nnc2c(n1)[nH]c1ccccc12 | -1 | nt
Cc1ccc(-n2c(=O)c3sccc3n(CC(=O)NCc3ccco3)c2=O)cc1 | 6 | 118
CC(C)n1c(C(=O)OCC(=O)NCc2ccc3c(c2)OCO3)cc2sccc21 | -11 | nt
O=C1CCCCCN1C(=O)c1ccc(C(=O)N2CCCCCC2=O)cc1 | 4 | 86
COc1ccccc1OCc1nc(C#N)c(N2CCC(C(N)=O)CC2)o1 | 3 | 106
COC(=O)c1ccc(Oc2cc(C)nc(NCc3ccccc3)n2)cc1 | 1 | 66
Cc1ccc(NC(=O)c2cnn(-c3ccccc3)c2NC(=O)c2ccco2)cc1C | 13 | 97
COCCCNC(=O)CC1Oc2ccccc2NC1=O (centres undefined) | 15 | 108
O=C(COc1ccc(Cl)cc1Cl)Nc1ccc(Br)cn1 | 3 | nt
O=C(O)C1CC=CCC1C(=O)NCc1cn2ccccc2n1 (centres undefined) | -2 | 87
COc1ccc(Cc2noc(-c3ccc(OC)c(OC)c3)n2)cc1OC | -7 | 99
COc1cccc2c(=O)n(CC(=O)Nc3cccc(F)c3)ccc12 | 6 | 90
CCN1CCc2nc(SCC(=O)Nc3ccc(OC)cc3)c(C#N)cc2C1 | -1 | 161
Cc1ccc(NC(=O)c2cccc(C(=O)Nc3ccc(C)c(C)c3)c2)cc1C | -12 | nt
CCCCOc1ccc(OC(=O)c2cccnc2)cc1 | -1 | 78
c1ccc(OCCN(Cc2nc3ccccc3[nH]2)C2CCCCC2)cc1 | nt | 67
Cc1cccc(C=Nc2ccc(O)cc2)c1 | 12 | nt
O=C1CCCc2oc3c(Br)cc(NS(=O)(=O)c4cc(Cl)ccc4Cl)cc3c21 | -4 | nt
NC(=O)c1c(NC(=O)/C=C/c2ccccc2)sc2c1CCC2 | -6 | nt
COc1ccccc1C(=O)N1CCN(Cc2cc(OC)c(OC)c(OC)c2)CC1 | -2 | nt
CCNC(=O)c1cc2c(=O)n3cccc(C)c3nc2n(CCc2ccccc2)c1=N | 11 | 418
O=C(CCC(NC(=O)OCc1ccccc1)C(=O)OCc1ccccc1)Oc1ccc([N+](=O)[O-])cc1 (centres undefined) | -2 | nt
O=C(Nc1ccccc1)Nc1nnc(SCc2ccc(Cl)cc2Cl)s1 | -2 | nt
SMILES | HePTP inh | BAP1 block
Cn1c(=O)c2c(nc(SCc3nn[nH]n3)n2Cc2ccccc2F)n(C)c1=O | 9 | 86
CCOc1ncccc1C(=O)OCCN1C(=O)c2ccccc2C1=O | -1 | 117
COC(=O)c1ccc(OC)c(CSc2nnc(COc3ccccc3)o2)c1 | 4 | 88
O=C(O)c1cc(S(=O)(=O)NCc2ccccc2)ccc1Br | 0 | nt
COc1ccc(Br)cc1C(=O)Nc1ccc2nn(-c3ccc(F)cc3)nc2c1 | -7 | nt
CN1CCN(Cc2nc3c(c(=O)n(C)c(=O)n3C)n2Cc2cccc3ccccc23)CC1 | nt | 105
Cc1c(Cl)cccc1-c1ccc(C(=O)Nc2ccc(F)cc2)o1 | nt | 134
Clc1ccc(C=NN2CCN(Cc3ccccc3Cl)CC2)cc1 | -16 | nt
COc1nc(OC)nc(N2CCC(C(=O)NCc3cccs3)CC2)n1 | 4 | 101
COc1cccc(C2CC(c3cccs3)=NN2c2ccc(F)cc2)c1OC (centres undefined) | 7 | nt
CC(=O)c1cc(NS(=O)(=O)c2ccc(C)cc2)ccc1O | 4 | nt
O=S(=O)(NCCc1ccccn1)c1ccc(F)c(F)c1 | -2 | 95
C=CCN1C(=O)/C(=C\c2cn(Cc3ccccc3Cl)c3ccccc23)SC1=S | -10 | nt
O=C(CSc1nnc2scc(-c3ccccc3)n12)NCC1CCCO1 (centres undefined) | -4 | 115
CC1=NN(c2ccc(S(N)(=O)=O)cc2)C(=O)/C1=C\c1ccc(C(C)C)cc1 | 6 | nt
CC(C)=C1C2C=CC1C1C(=O)N(c3ccc4c(c3)OCO4)C(=O)C21 (centres undefined) | nt | 94
CCCCOC(=O)C1=C(C)NC2=C(C(=O)CC(C)(C)C2)C1c1cc(OC)ccc1OC (centres undefined) | nt | 112

Source: PubChem
